# Compound activity from PubChem BioAssay.
# Kir21 block: blocks the mouse Kir2.1 inward-rectifier potassium channel | actives 0.85% (n = 310,000) | AID 1672 | B-score at 10 µM | HEK293-Kir2.1, FluxOR thallium flux fluorescence; stronger effect = lower value;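 active = fluorescence ratio B-score at or below minus 3 SD of library scores, with starting-brightness B-score within 2 SD, cut at about -4.2 in these data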;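 also: channel flux triggered by added potassium and thallium sulfate stimulus; B-score of peak minus minimum fluorescence over baseline after thallium stimulus; more negative B-score means stronger Kir2.1 block with less thallium influx; some compounds called inactive have numbers as strong as hits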
# Target sequence (P35561 whole entry, looked up): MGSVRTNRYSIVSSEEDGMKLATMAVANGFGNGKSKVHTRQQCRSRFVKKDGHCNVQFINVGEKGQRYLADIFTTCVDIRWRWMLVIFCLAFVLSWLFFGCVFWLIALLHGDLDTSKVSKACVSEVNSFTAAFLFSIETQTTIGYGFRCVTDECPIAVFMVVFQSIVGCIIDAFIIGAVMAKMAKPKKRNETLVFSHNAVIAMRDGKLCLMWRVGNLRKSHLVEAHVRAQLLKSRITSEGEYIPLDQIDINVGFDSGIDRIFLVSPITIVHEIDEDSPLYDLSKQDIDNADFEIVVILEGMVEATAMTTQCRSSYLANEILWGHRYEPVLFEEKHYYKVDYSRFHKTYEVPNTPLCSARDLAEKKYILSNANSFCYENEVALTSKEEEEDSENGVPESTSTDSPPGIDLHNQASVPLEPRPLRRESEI
# STK33 inh: human STK33 kinase inhibition | Q9BYT3 | purified STK33, MBP phosphorylation, ADP-Glo luminescence | inhibition, % at 10 µM | actives 0.073% (n = 320,000) | AID 2661;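 active = inhibition at or above 25%, using the most active replicate where run in duplicate; inactive = inhibition below 25%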
# Target sequence (Q9BYT3 whole entry, looked up): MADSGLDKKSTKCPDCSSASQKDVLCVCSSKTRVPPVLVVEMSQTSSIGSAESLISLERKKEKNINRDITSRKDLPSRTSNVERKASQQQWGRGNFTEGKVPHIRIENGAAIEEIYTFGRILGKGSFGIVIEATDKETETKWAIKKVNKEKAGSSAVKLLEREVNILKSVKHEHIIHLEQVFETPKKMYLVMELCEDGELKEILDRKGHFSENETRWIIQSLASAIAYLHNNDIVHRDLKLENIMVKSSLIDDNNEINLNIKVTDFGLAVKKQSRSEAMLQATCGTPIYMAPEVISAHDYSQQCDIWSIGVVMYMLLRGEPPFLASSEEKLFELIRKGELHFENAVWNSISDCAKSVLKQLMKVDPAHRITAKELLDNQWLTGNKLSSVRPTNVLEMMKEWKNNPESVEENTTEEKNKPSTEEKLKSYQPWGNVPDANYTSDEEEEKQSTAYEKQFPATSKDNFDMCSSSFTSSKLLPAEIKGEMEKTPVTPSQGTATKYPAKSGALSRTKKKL
# Active calls of the source: *; . = no result given.
Kir21 block,STK33 inh,Compound
0.3,-2.1,CC1(C)CC(=O)c2cnc(NC(=O)CCc3ccccc3)nc2C1
3.8,-0.5,COc1ccc(CCNC(=O)CN(c2cc([N+](=O)[O-])ccc2OC)S(C)(=O)=O)cc1OC
1.5,-0.7,CCCCn1c(CN(Cc2ccccc2)Cc2ccccc2)nc2c1c(=O)n(C)c(=O)n2C
2,-0.8,O=C(NCC(c1cccnc1)N1CCOCC1)c1cccc(Cl)c1 (stereo not given)
0.77,0.7,O=C(NNC(=O)c1sccc1-n1cccc1)c1cccs1
1.6,-0.3,O=C(O)c1ccccc1NC(c1ccccc1)c1ccc(Cl)cc1 (stereo not given)
0.08,2.4,O=C(Nc1ncc2c(n1)-c1ccccc1OC2)c1cccc([N+](=O)[O-])c1
-1.3,5.3,O=C(CCN1CCc2ccccc2C1)Nc1ccc2c(c1)OCO2
-1.4,-0.6,COc1ccc(Nc2cc(Sc3ccc(OC)cc3)ncn2)cc1
-0.76,0.9,CC1N=C(N)C(c2nc3ccccc3n2C)=C1O (stereo not given)
-0.93,-2.7,C=CCN1C(=O)N(/C=C/C)c2cccc3cccc1c23
-1.8,.,Cc1nc2ccccn2c1C(=O)NC1CCCc2ccccc21 (stereo not given)

# Carrying on.
Kir21 block,STK33 inh,Compound
0,-0.2,COc1ccc(S(=O)(=O)N/N=C\c2ccc(OC)c(COc3ccc(C)cc3[N+](=O)[O-])c2)cc1
-1.8,0.1,COc1ccc(/C=C/c2nc(C#N)c(NCCN(C)C)o2)cc1OC
2.2,0.3,Nc1ccccc1-c1nnc2n1CCCCC2
1.6,0.2,CCOC(=O)CN=C/C(C(=O)Nc1nccs1)=C(/C)O
1.7,0.2,c1ccc(Cn2nc(-c3ccccc3)nc2-c2ccccc2)cc1
-1.4,0.4,S=c1[nH]nc(-c2ccc3ccccc3n2)o1
-0.28,-0.7,O=C(CCS(=O)(=O)c1ccccc1)Nc1nc2ccc(F)cc2s1
0.08,-0.5,COc1ccc(C(CNC(=O)c2cccc(NS(=O)(=O)c3ccc(C)c(F)c3)c2)N2CCOCC2)cc1 (stereo not given)
-0.42,-1.0,Cc1ccc(C)c(N2CCN(CCCNC(=O)Cn3c(=O)c4cccn4c4cccnc43)CC2)c1
0.02,-1.4,Cc1ccc(-n2nnnc2CN2CCCCC2)cc1
-0.1,-2.6,CN(Cc1cccc(-n2cccn2)c1)Cc1cn(C)nc1-c1ccccc1F
0.69,1.6,O=C(/C=C/NNC(=O)c1ccccc1O)c1ccccc1

# The results go on.
Kir21 block,STK33 inh,Compound
0.46,-0.3,O=c1c2ccccc2nc(-c2cccc(Cl)c2)n1O
-5.3*,0.5,COc1ccc(NS(=O)(=O)c2ccc(OC)c3ccccc23)cn1
-0.8,-1.7,Cc1ccc(N2C(=O)C3C(c4ccccc4)(C2=O)C3(c2ccccc2)c2ccccc2)cc1 (stereo not given)
0.55,3.3,COc1cc(OC)c2c(=O)cc(-c3ccccc3)oc2c1
-0.38,-0.2,COc1cc(C)c(S(=O)(=O)N2CCOCC2)c(C)c1C
0.07,-1.3,O=c1n(-c2cccc(Cl)c2)c(=O)n2n1CCC2
-1.1,-1.0,O=C(CSc1c[nH]c2ccccc12)N1CCOCC1
-0.53,-0.7,COCCN1CCc2[nH]c(=S)[nH]c(=O)c2C1
-0.01,1.6,COc1ccc(-n2c(=O)c3c4c(sc3n3c(=S)[nH]nc23)CCC4)cc1
1,0.7,COc1cc(C(=O)NCc2nnc(SCC(=O)Nc3cc(C)on3)o2)cc(OC)c1OC
0.01,-1.4,NS(=O)(=O)c1ccc(NC(=O)COC(=O)COc2ccc3ccccc3c2)cc1
-0.36,-0.9,CC(NC(=O)c1cccc(S(=O)(=O)N2CCN(C)CC2)c1)c1ccc(Cl)cc1Cl (stereo not given)

# Additional compounds follow.
Kir21 block,STK33 inh,Compound
-0.07,-0.5,CCOC(=O)c1oc2ccccc2c1COC(=O)CNC(=O)c1cccc(C)c1
-1.1,1.2,CCC(=O)Nc1nc(-c2ccccc2)ns1
-1.6,-1.5,COc1ccc(C(C)n2c(C)c3c(C)nnc(C)c3c2C)cc1 (stereo not given)
-0.08,0.5,COc1ccc(C(c2sc3nc(C)nn3c2O)N2CCC(O)CC2)cc1OC (stereo not given)
1.2,-0.5,Cc1nn(-c2ccccc2)c(N)c1N=Nc1ccc(Cl)cc1
0.43,1.9,OCC(O)CN(c1ccccc1)c1ccccc1 (stereo not given)
1.3,0.3,CC(NCc1cccs1)C(=O)NC1CCCCC1 (stereo not given)
0.03,-0.6,O=C(CN1CCN(Cc2ccccc2)CC1)NC(=O)NCc1ccco1
1,.,Nc1nn(-c2cccc(F)n2)cc1-c1ccccc1
.,0.3,CN1CCC(N(C)C(=O)c2ccc(Cl)c(S(=O)(=O)Nc3cc(Cl)ccc3Cl)c2)CC1
1.4,-1.0,CCOCC(O)CS(=O)Cc1ccccc1 (stereo not given)
2.8,-0.8,COc1ccc(S(=O)(=O)N2CCCCCC2)cc1C(=O)N1CCCCC1

# (cont.)
Kir21 block,STK33 inh,Compound
0.47,-0.6,CC(=O)c1cc(C#N)c(SCC(=O)OC(C)C)nc1C
-0.37,-0.5,O=C(CNC(=O)C1CCCCC1)Nc1cc(Cl)cc(Cl)c1
-0.42,-0.1,CC(C)(Cc1ccc(O)cc1)NC(=O)CC(=O)N/N=C/c1ccc([N+](=O)[O-])cc1
-1.5,-0.6,CC12CCC(c3nnc(SCC(=O)Nc4cccc5ccccc45)nc31)C2(C)C (stereo not given)
0.14,-0.6,COC(=O)c1ccc(OS(=O)(=O)N(C)C)cc1
.,-0.4,CC(NC(=O)COC(=O)c1ccc[nH]c1=O)c1ccccc1 (stereo not given)
0.54,-0.8,COCCCn1c(CCC(=O)O)ccc1-c1ccc(F)cc1
0.04,-2.8,O=C(CN1C(=O)c2ccccc2S1(=O)=O)Nc1ccccc1
0.88,-0.8,OCCCNC(=S)Nc1ccc(Nc2ccccc2)cc1
-0.29,-0.8,Cc1ccc(N(CC(N)=O)C2SC(=O)NC2=O)cc1 (stereo not given)
2.1,1.2,CC1Cc2ccccc2N1C(=O)c1ccc2nccnc2c1 (stereo not given)
0.17,-0.4,COc1ccc(-c2cc(C(F)(F)F)n3nc(C)cc3n2)cc1

# Next entries follow.
Kir21 block,STK33 inh,Compound
-1.8,-2.6,COc1cc(OC)cc(-c2nnc(SCC(=O)N3CCCCC3)o2)c1
-0.62,-2.5,Cc1cc(C)n(-c2nc(N(c3ccccc3)c3ccccc3)nc(-n3nc(C)cc3C)n2)n1
0.67,12,CN(C)c1ccc(-c2ccc3c(=O)c4ccccc4n(C)c3c2)cn1
-1,-0.2,C=CCOc1ccc(/C=C/C(=O)OCC(=O)NCc2cccs2)cc1
-2.6,0.7,C=CCN(c1cccc(C(F)(F)F)c1)S(=O)(=O)c1cccc(C(=O)OCC(=O)NCCC)c1
-0.54,-1.0,COc1ccc(CCNC(=O)CCC(=O)c2cccs2)cc1OC
0.14,0.0,c1ccc(Cc2nnc3sc(-c4ccncc4)nn23)cc1
-0.78,0.3,O=C1c2ccccc2NC(c2ccccc2O)N1NS(=O)(=O)c1ccccc1 (stereo not given)
-0.18,-1.0,O=C(Nc1ccc(F)cc1)NC1CCCCCCC1
.,-1.2,CCOc1ccc(NC(=O)CN(C)C(=O)c2ccccc2OCc2cccc(C)c2)cc1OCC
1.4,-1.3,CC(C)(C)c1nc(-c2ccccc2)nc2c1OCCC2
-0.19,-3.6,O=C(CN1CCN(S(=O)(=O)c2ccc(Br)cc2)CC1)N/N=C/c1ccc(Br)s1

# Next section:
Kir21 block,STK33 inh,Compound
1,0.9,COc1ccc(C(C(=O)Nc2ccc(C(C)C)cc2)N(C)C(=O)c2ccc(=O)[nH]c2)cc1 (stereo not given)
-0.05,0.0,COc1ccc(-n2c(=S)[nH]c3sc4c(c3c2=O)CCc2ccccc2-4)cc1
0.07,0.2,Cc1c(O)c(=O)ccn1Cc1ccccc1
0.13,0.5,O=c1cc(CN2CCC3(CC2)OCCO3)c2c(ccc3ccccc32)o1
0.63,-1.0,O=C(CCn1c(=O)oc2ccccc21)Nc1ccc2c(c1)OCCO2
-1.1,-0.7,COc1cccc(C2C(C(=O)c3cccs3)=C(O)C(=O)N2c2cc(C)on2)c1 (stereo not given)
-0.02,-0.6,O=C(CNC(=O)c1cccs1)NCC(=O)OCc1c(Cl)cccc1Cl
-0.88,1.4,CC12CCC(C(=O)Nc3ccccc3-n3cccc3)(CC1=O)C2(C)C (stereo not given)
-0.08,0.8,Cc1cc(NC(=O)c2ccc(F)cc2)ccc1NC(=O)c1ccco1
0.12,0.0,O=C(Nc1nccs1)C1CC(=O)N(CCc2ccc(F)cc2)C1 (stereo not given)
-0.46,-1.4,CCCOC(=O)C1=C(C)N(C)C(=O)NC1c1cc2c(cc1Br)OCO2 (stereo not given)
-0.39,-0.7,CCCCC1=CC2=C(c3ccco3)C(=O)C(C)(OC(=O)c3ccc(OC)cc3)C(=O)C2=CN1C1CC1 (stereo not given)

# (further entries)
Kir21 block,STK33 inh,Compound
0.44,-2.6,O=c1c2cn[nH]c2[nH]c(=S)n1-c1cccc(Cl)c1
-0.72,-0.1,COc1cc2cc(CN(CCCN3CCOCC3)C(=O)Nc3ccc(F)cc3)c(=O)[nH]c2cc1OC
-0.15,-2.0,COc1ccc(N(CC(=O)Nc2cccc(N(C)S(C)(=O)=O)c2)S(C)(=O)=O)cc1OC
0.87,-2.5,CC(C)CC(=O)n1sc(NC(=O)c2ccccc2)nc1=O
0.02,0.2,O=C(COC(=O)c1ccccc1)Nc1ccccc1Sc1ccccc1
0.72,0.2,CCn1cc(/C=C(\NC(=O)c2ccc(OC)cc2)C(=O)N2CCOCC2)c2ccccc21
.,-1.0,Cc1cc(/C=C2\NC(=O)N(Cc3ccc(Cl)cc3)C2=O)c(C)n1C
-2.1,-2.1,CCOc1ccc(N2CC(C(=O)NCCc3ccc(F)cc3)CC2=O)cc1 (stereo not given)
-0.01,0.1,CCOc1ccc(NC(=O)C2CCN(S(=O)(=O)c3ccc4c(c3)C(C)(C)C(=O)N4C)CC2)cc1
.,-1.7,Cc1cnc(C(=O)OCC(=O)Nc2cccc(S(=O)(=O)N3CCOCC3)c2)cn1
-2.6,-0.8,CCN=C(NS(=O)(=O)c1ccc(Br)cc1)c1ccc(Cl)cc1
-0.32,-1.1,C#CC[N+](C)(C)CCN1C(=O)C2C(c3ccccc3)C=CC(c3ccccc3)C2C1=O (stereo not given)

# Additional compounds.
Kir21 block,STK33 inh,Compound
0.69,-1.3,CCOc1ccccc1N(CC(=O)Nc1ccccc1C(=O)OC)S(C)(=O)=O
-0.9,-1.7,O=C(CN1C(=O)/C(=C/c2ccc(Cl)cc2)SC1=S)NC1C=CS(=O)(=O)C1 (stereo not given)
0.55,.,COc1ccc(C2CC(=O)C=C(NNS(=O)(=O)c3ccc(C)cc3)C2)cc1 (stereo not given)
-0.94,-0.2,CN(C)C(=O)CNc1n[nH]c(=S)[nH]c1=O
0.02,0.8,O=C(Nc1ccc(N2CCN(C(=O)c3ccccc3)CC2)c(Cl)c1)c1ccco1
0.05,-0.9,CC(=O)Nc1ccc(OCC(=O)NCCc2ccc(Cl)cc2)cc1
.,-2.1,COc1ccc(Cl)cc1C(=O)CSc1nnnn1C1CCCC1
-0.03,-1.5,CSc1nc2c(c(=O)n1Cc1ccccc1)SC(C)C2 (stereo not given)
-0.6,-1.4,CCC(C)c1ccc(NC(=S)N2CCN(S(C)(=O)=O)CC2)cc1 (stereo not given)
0.24,-0.2,COc1ccc(OCc2cccc(C(=O)O)c2)cc1
-2.2,0.4,C[C@H](NC(=O)c1ccccc1)C(=O)Nc1nc(-c2ccccn2)cs1
-0.53,-0.6,CC(C(=O)NCc1ccc(F)cc1)c1ccc([N+](=O)[O-])cc1 (stereo not given)

# (next part)
Kir21 block,STK33 inh,Compound
-0.11,0.6,CCSc1nnc(NC(=O)CSc2ncccn2)s1
-1.4,-0.7,CC1Cc2ccccc2N1C(=O)c1cnc2sccn2c1=O (stereo not given)
-0.01,1.4,CN(C[C@H](Cc1ccccc1)N(C[C@H](Cc1ccccc1)N(CC1(c2ccccc2)CC1)N=O)N=O)N=O
-0.08,-0.1,Cc1ccc(S(=O)(=O)N(C)C)cc1NC(=O)COC(=O)CCC1CCCC1
1.2,1.5,Fc1ccccc1-c1nnc2c3ccccc3nc(N3CCOCC3)n12
2.4,2.4,COc1ccc(Br)cc1/C=N/NC(=O)c1ccc(OC)c(OC)c1
0.38,0.5,Cc1ccc(C)c(S(=O)(=O)Nc2ccc(O)c3ccccc23)c1
1.8,-0.9,O=c1oc2ccccc2c(N2CCC(c3ccccc3)CC2)c1[N+](=O)[O-]
-0.96,-1.1,CN1CCCCC1CCN1c2ccccc2Sc2ccc(S(C)=O)cc21 (stereo not given)
.,0.6,O=C(Nc1cccc(-n2cnnn2)c1)c1ccc(C(F)(F)F)cc1
-0.59,0.0,CCCCOc1ccc(/C=N/NC(=S)Nc2cc(C)ccc2C)cc1
